NOTCH agonist: activates NOTCH signaling in reporter cells; NOTCH signaling luciferase reporter cells, luminescence; activation, % at 2.5 µM; 15,000 tested, 0.4% active; AID 434982; in the data active = activation above about 2.2%
Nox1 inhibitor: inhibitors of human NADPH oxidase 1 (Nox1); AID 1792; 16,000 tested, 0.81% active; HT29 cells, luminol chemiluminescence ROS; Q9Y5S8; inhibition, % at 6.7 µM
luminol inh ctr: quenches luminol chemiluminescence in Nox1 counter-screen | HRP/luminol/H2O2 chemiluminescence counterscreen | inhibition, % at 6.7 µM | 16,000 tested, 0.4% active | AID 1823; note: reference of the scale not given here
rat GALR2 agon: GALR2 (rat) receptor agonism | AID 833 | activation, % at 10 µM | O08726 | cell-based GALR2 agonist screen | 16,000 tested, 0.5% active; in the data active = activation above about 15%
S1P1 agonist: S1P1 (human) receptor agonism | P21453 | S1P1 agonist cell-based reporter assay | activation, % at 4.5 µM | 16,000 tested, 1.5% active | AID 1044; in the data active = activation above about 80%
Target sequence (P21453 whole entry, looked up): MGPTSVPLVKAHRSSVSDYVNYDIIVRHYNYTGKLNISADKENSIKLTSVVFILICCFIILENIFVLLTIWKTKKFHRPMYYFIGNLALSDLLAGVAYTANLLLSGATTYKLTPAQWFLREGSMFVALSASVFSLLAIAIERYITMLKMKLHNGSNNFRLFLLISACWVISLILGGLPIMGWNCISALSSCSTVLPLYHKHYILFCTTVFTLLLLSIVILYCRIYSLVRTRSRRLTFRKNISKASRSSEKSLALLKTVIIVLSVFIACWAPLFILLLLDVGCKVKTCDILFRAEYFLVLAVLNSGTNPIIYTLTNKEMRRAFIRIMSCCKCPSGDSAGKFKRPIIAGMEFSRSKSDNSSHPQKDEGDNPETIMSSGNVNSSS
KOR antag MB: blocks the human kappa opioid receptor, Maybridge compounds | inhibition, % at 9 µM | OPRK1 cells, antagonist mode, fluorescence readout | P41145 | 16,000 tested, 0.4% active | AID 652031; in the data active = inhibition above about 50%
Target sequence (P41145 whole entry, looked up): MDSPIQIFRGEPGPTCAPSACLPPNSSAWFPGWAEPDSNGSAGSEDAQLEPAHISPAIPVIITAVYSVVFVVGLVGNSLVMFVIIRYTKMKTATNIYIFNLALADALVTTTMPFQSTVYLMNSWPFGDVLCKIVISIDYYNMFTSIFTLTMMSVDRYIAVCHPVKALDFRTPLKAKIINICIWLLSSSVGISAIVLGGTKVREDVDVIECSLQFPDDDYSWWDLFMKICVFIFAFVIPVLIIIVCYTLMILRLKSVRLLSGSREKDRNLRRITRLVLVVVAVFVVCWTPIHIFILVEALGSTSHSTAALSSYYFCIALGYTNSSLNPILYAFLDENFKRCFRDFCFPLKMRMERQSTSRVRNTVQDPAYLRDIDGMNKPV
TLR4 MyD88 blk: inhibitors of human TLR4-MyD88 binding; O00206; Cell-based TLR4-MyD88 binding inhibition assay; inhibition, % at 10 µM; 16,000 tested, 0.06% active; AID 811; in the data active = inhibition above about 45%
PME-1 Maybridge: inhibitors of human PME-1 in Maybridge library. Q9Y570. recombinant PME-1, FP-Rh probe fluorescence polarization. inhibition, % at 9 µM. 16,000 tested, 0.5% active; in the data active = inhibition above about 30%
* marks the source's active call; other numbers are inactive results; nt = no result given. Cut-off read from the data, not from the text of the source, unless noted: active = inhibition above about 75%; inactive = the rest. The order is random; 4.4% or so of the library scored in one or more.

SMILES | NOTCH agonist | Nox1 inhibitor | luminol inh ctr | rat GALR2 agon | S1P1 agonist | KOR antag MB | TLR4 MyD88 blk | PME-1 Maybridge
CCc1ccn2cc(-c3ccc4c(c3)OCO4)nc2c1 | -0.1 | 27.1 | 44.9 | -1.8 | 2.8 | -2.7 | 9.1 | 16.3
Cc1nc(C(=O)Nc2cccc(OC(C)C)c2)c(C(F)(F)F)o1 | -0.4 | -45.1 | -1.2 | -5.2 | 16.5 | -12.4 | 5.0 | 1.2
O=C(O)CSCCS(=O)(=O)c1ccc(Cl)cc1 | 0.8 | -32.2 | 2.9 | -2.7 | -18.1 | 2.0 | -1.0 | 0.0
NNC(=S)Nc1cccc(Cl)c1 | 0.2 | 39.0 | 36.0 | -5.2 | -15.3 | 1.4 | -15.8 | 4.8
Cn1c2c(c(=O)n(C)c1=O)CN(Cc1c(F)cccc1Cl)CN2 | 0.0 | -16.2 | 2.4 | -10.3 | -22.5 | -22.1 | 1.0 | 3.3
N#Cc1cnn(C(=O)c2ccc(Cl)cc2)c1C1CC1 | -0.2 | -70.5 | -2.9 | -4.2 | -12.6 | 23.2 | -2.4 | -1.9
COc1c(Br)csc1C(=O)O/N=C(\N)c1ccc(C(F)(F)F)cc1 | 0.1 | 2.0 | -2.1 | -4.8 | 68.0 | 1.3 | -3.8 | -0.2
CCCCCCCNC(=O)C(C)CCO (stereo unspecified) | -0.1 | -60.6 | -0.3 | -2.5 | 5.3 | -1.1 | 4.9 | 0.7
COC(=O)c1cnc(Sc2n[nH]c(=O)n2-c2ccc(Cl)cc2)c([N+](=O)[O-])c1 | -6.0 | 69.1 | -7.1 | -10.2 | 48.2 | 22.4 | -20.4 | 9.0
N#Cc1c(Cl)c(Cl)c(Cl)c(Cl)c1C#N | -1.2 | -11.3 | 2.3 | -15.7 | 110.2* | 28.2 | -21.5 | -3.3
N#C/C(=C\c1cccnc1)c1cccs1 | -0.6 | -20.0 | 4.2 | -2.3 | 11.2 | 6.8 | 13.8 | 2.3
O=c1[nH]c2ccccc2c(=O)n1CCSc1nc2ccccc2o1 | -0.3 | 16.6 | -5.5 | -5.3 | -4.5 | 4.6 | 0.7 | 7.2
CNC(=S)NNC(=O)CSc1cccs1 | 1.1 | -7.9 | 18.3 | -6.6 | 7.5 | -5.5 | 4.0 | -2.0
CCOC(=O)C1CCN(S(=O)(=O)c2ccc3c(c2)CCO3)CC1 | -0.3 | -105.0 | 2.3 | -0.9 | -0.1 | 0.1 | 16.7 | -4.1
Cc1cc(CNC(=O)c2cnc3ccccc3n2)c(C(F)(F)F)o1 | 0.0 | -0.4 | -3.3 | -7.6 | -0.4 | -10.5 | -9.7 | 6.0
Brc1ccc2[nH]ccc2c1 | 0.8 | -43.8 | 1.6 | -1.9 | 1.1 | -4.1 | 2.8 | -3.1
Cc1n[nH]c(=S)n1-c1ccc(OCc2ccccc2)cc1 | -0.9 | -12.5 | 0.1 | -6.4 | -5.3 | 19.2 | 1.4 | 1.5
CCOC(=O)C(C(=O)Nc1ccccc1)[N+](=O)[O-] (stereo unspecified) | nt | -12.7 | 3.5 | -9.2 | 0.9 | 17.0 | 2.5 | -2.9
O=[N+]([O-])c1cc(/C=N/N=C/c2csc([N+](=O)[O-])c2)cs1 | 0.3 | -54.2 | -0.9 | -2.7 | 0.3 | 15.8 | 2.0 | 4.1
Cc1c(-c2csc(-c3ccno3)n2)sc2ccccc12 | 0.1 | -17.0 | 4.6 | -11.4 | 1.9 | 4.5 | -6.5 | -19.1
CC(C)(C)c1ccc(NC(=O)N(CCC#N)CCc2ccccn2)cc1 | -0.3 | 18.5 | -9.6 | -4.2 | 26.9 | 9.9 | -5.1 | 4.0
Fc1ccc2c(c1)-c1nocc1CS2 | 0.1 | -2.2 | -5.0 | -6.0 | 3.4 | 10.3 | -2.2 | 5.4
CCOC(=O)c1nnn(-c2ccc(F)c(Cl)c2)c1NC(=O)c1cccs1 | -0.8 | -8.1 | 6.5 | -6.2 | 39.4 | 12.6 | 2.9 | 18.0
O=C(CSc1nnc2n1CCCN2C(=O)Nc1ccccc1)c1ccc([N+](=O)[O-])cc1 | 0.2 | -10.4 | 6.7 | -6.2 | 9.3 | 5.5 | -3.1 | 0.9
S=C(NCc1ccco1)N/N=C/c1cccnc1 | -0.6 | -13.3 | 12.7 | -11.1 | -5.6 | 2.3 | -18.1 | -2.2

More results follow:
SMILES | NOTCH agonist | Nox1 inhibitor | luminol inh ctr | rat GALR2 agon | S1P1 agonist | KOR antag MB | TLR4 MyD88 blk | PME-1 Maybridge
CC1(C)CC(=O)c2c(SCCOC(=O)Nc3ccc(OC(F)(F)F)cc3)sc(C#N)c2C1 | 1.0 | 40.0 | -3.7 | -10.5 | -19.4 | -12.6 | -15.9 | -53.5
Cc1ccc(C)n1CCN1CCN(S(=O)(=O)c2ccc(F)cc2F)CC1 | -0.4 | -15.8 | -0.7 | -5.8 | -9.6 | -7.1 | 0.3 | -2.5
CN(C)c1ccc(/C=N/NC(N)=S)c(Cl)c1 | 0.2 | -5.1 | -20.4 | -6.2 | -0.5 | 22.2 | -2.2 | 6.8
N#Cc1c(-c2cccs2)cc(-c2ccc(F)cc2)[nH]c1=O | -0.1 | 18.2 | -4.5 | -4.1 | -17.8 | 8.4 | 3.0 | -25.3
FC(F)(F)c1ccncc1-c1nnc(-c2ccccc2)o1 | -0.1 | -32.4 | 4.4 | 0.8 | 2.5 | 21.7 | -6.7 | 1.8
Cc1noc(/C=C/c2sccc2C2OCCO2)c1[N+](=O)[O-] | 0.1 | -2.6 | 6.8 | -9.1 | 35.9 | 4.1 | -5.8 | -2.6
Clc1ccc(C2=NC(c3ccc4c(c3)OCO4)NN2)cc1 (stereo unspecified) | -0.7 | -6.8 | 1.9 | -5.1 | -0.3 | 5.1 | 1.5 | 0.1
O=[N+]([O-])c1ccc(N2CCCCCCC2)cc1 | 0.3 | 23.0 | 5.4 | -5.1 | 15.6 | 5.5 | 2.4 | 1.7
COc1ccc2[nH]c(C(=O)NCCNc3cccc(C(F)(F)F)n3)cc2c1 | -0.7 | 27.2 | 0.2 | -8.0 | 13.8 | 2.9 | nt | 14.9

Another view of 15 compounds above.
Value order – NOTCH agonist, Nox1 inhibitor, luminol inh ctr, rat GALR2 agon, S1P1 agonist, KOR antag MB, TLR4 MyD88 blk, PME-1 Maybridge
CCOC(=O)C(C(=O)Nc1ccccc1)[N+](=O)[O-] (stereo unspecified)
  nt, -12.7, 3.5, -9.2, 0.9, 17.0, 2.5, -2.9
O=[N+]([O-])c1cc(/C=N/N=C/c2csc([N+](=O)[O-])c2)cs1
  0.3, -54.2, -0.9, -2.7, 0.3, 15.8, 2.0, 4.1
Cc1c(-c2csc(-c3ccno3)n2)sc2ccccc12
  0.1, -17.0, 4.6, -11.4, 1.9, 4.5, -6.5, -19.1
CC(C)(C)c1ccc(NC(=O)N(CCC#N)CCc2ccccn2)cc1
  -0.3, 18.5, -9.6, -4.2, 26.9, 9.9, -5.1, 4.0
Fc1ccc2c(c1)-c1nocc1CS2
  0.1, -2.2, -5.0, -6.0, 3.4, 10.3, -2.2, 5.4
CCOC(=O)c1nnn(-c2ccc(F)c(Cl)c2)c1NC(=O)c1cccs1
  -0.8, -8.1, 6.5, -6.2, 39.4, 12.6, 2.9, 18.0
O=C(CSc1nnc2n1CCCN2C(=O)Nc1ccccc1)c1ccc([N+](=O)[O-])cc1
  0.2, -10.4, 6.7, -6.2, 9.3, 5.5, -3.1, 0.9
S=C(NCc1ccco1)N/N=C/c1cccnc1
  -0.6, -13.3, 12.7, -11.1, -5.6, 2.3, -18.1, -2.2
CC1(C)CC(=O)c2c(SCCOC(=O)Nc3ccc(OC(F)(F)F)cc3)sc(C#N)c2C1
  1.0, 40.0, -3.7, -10.5, -19.4, -12.6, -15.9, -53.5
Cc1ccc(C)n1CCN1CCN(S(=O)(=O)c2ccc(F)cc2F)CC1
  -0.4, -15.8, -0.7, -5.8, -9.6, -7.1, 0.3, -2.5
CN(C)c1ccc(/C=N/NC(N)=S)c(Cl)c1
  0.2, -5.1, -20.4, -6.2, -0.5, 22.2, -2.2, 6.8
N#Cc1c(-c2cccs2)cc(-c2ccc(F)cc2)[nH]c1=O
  -0.1, 18.2, -4.5, -4.1, -17.8, 8.4, 3.0, -25.3
FC(F)(F)c1ccncc1-c1nnc(-c2ccccc2)o1
  -0.1, -32.4, 4.4, 0.8, 2.5, 21.7, -6.7, 1.8
Cc1noc(/C=C/c2sccc2C2OCCO2)c1[N+](=O)[O-]
  0.1, -2.6, 6.8, -9.1, 35.9, 4.1, -5.8, -2.6
Clc1ccc(C2=NC(c3ccc4c(c3)OCO4)NN2)cc1 (stereo unspecified)
  -0.7, -6.8, 1.9, -5.1, -0.3, 5.1, 1.5, 0.1

High-throughput results: PubChem BioAssay, The Scripps Research Institute Molecular Screening Center
